# High-throughput results deposited in PubChem BioAssay by several laboratories.
# KKLEB tox: cytotoxicity in KKLEB CF airway cells, primary screen, cytotoxicity control for CF NF-kB inhibitor project, cell-based, uHTS, fluorescence assay plates; actives 0.36% (n = 360,000); KKLEB CF airway cells viability, ATPlite luminescence, overnight; hits give low values; cells stimulated with P. aeruginosa culture filtrate; AID 602141, 2011; activity change (cytotoxicity), % at 5 µM;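 active = corrected activity change at or below -50% at 5 µM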
# MITF TRPM1 inh: inhibitors of MITF-dependent TRPM1 promoter reporter, primary screen, cell-based, SK-MEL-5, single point, luciferase; SK-MEL-5 TRPM1 promoter luciferase, 24 h; inhibition, % at 12.5 µM; actives 0.83% (n = 330,000); AID 488899, 2010;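 active = mean inhibition across replicates of 60% or more, whatever share of single replicates reaches that level; inconclusive = some that reach 60%, reason not given; inactive = mean inhibition across replicates below 60%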; also: values of inactives mirror those of a sister screen read the other way
# PDI turbidity: inhibitors of human PDI, primary screen, biochemical, turbidity, single point, plate reader. actives 0.052% (n = 350,000). PDI insulin aggregation turbidity, A650, 90 min. Protein disulfide-isomerase (Homo sapiens), P07237. inhibition, % at 10 µM;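 active = mean inhibition across replicates of 30% or more, whatever share of single replicates reach that level; inconclusive = mean inhibition below 30% while every single replicate reaches 30%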;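 also: absorbance from insulin aggregation driven by PDI reduction with DTT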
# Target sequence (P07237 whole entry, looked up): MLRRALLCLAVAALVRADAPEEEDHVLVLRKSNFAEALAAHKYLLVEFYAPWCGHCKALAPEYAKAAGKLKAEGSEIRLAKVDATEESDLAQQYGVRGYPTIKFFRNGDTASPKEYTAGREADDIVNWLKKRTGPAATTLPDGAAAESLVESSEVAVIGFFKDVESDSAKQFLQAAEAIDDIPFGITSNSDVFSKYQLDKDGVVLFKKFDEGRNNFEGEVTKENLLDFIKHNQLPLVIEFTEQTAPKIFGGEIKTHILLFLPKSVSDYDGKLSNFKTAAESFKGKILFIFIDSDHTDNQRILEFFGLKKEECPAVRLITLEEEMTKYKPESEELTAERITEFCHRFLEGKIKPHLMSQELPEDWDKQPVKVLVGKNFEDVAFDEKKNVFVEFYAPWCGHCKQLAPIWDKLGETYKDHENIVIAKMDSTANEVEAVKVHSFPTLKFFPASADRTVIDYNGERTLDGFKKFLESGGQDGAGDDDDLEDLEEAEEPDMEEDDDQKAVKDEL
# NR2E3 ag-1: inhibitors of NR2E3-RetCOR corepressor binding, primary screen, NR2E3 agonist project, biochemical, TR-FRET, GST-NR2E3, biotin-RetCOR. Photoreceptor-specific nuclear receptor (Homo sapiens), Q9Y5X4. actives 0.12% (n = 320,000). 1536-well. inhibition of corepressor binding, % at 4.78 µM. AID 2300, 2010;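 active = percent inhibition above the cutoff of mean plus 3 SD of all tested compounds, set per screening campaign, cut at about 20% in these data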;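 also: 0% = DMSO wells and 100% = biotin wells as full block of FRET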
# Target sequence (Q9Y5X4 whole entry, looked up): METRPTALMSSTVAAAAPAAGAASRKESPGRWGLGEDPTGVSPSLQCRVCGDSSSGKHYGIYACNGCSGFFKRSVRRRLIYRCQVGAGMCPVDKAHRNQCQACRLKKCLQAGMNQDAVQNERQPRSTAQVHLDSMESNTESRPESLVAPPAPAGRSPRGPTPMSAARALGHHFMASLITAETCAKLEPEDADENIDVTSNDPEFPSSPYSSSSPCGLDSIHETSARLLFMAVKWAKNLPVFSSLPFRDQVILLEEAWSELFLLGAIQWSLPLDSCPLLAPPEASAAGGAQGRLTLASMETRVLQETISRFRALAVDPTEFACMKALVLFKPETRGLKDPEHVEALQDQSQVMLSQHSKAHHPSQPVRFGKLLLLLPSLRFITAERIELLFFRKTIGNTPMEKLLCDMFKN
#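 Test system – NR2E3–RetCOR corepressor complex · Quantity – NR2E3 fusion 1.35 nM · Buffer or medium – Tris pH 7.5 · Incubation – Compound–protein incubation for 5 h at 4 °C · Technique – TR-FRET, Eu(K)-anti-GST donor, streptavidin-D2 acceptor, ex 340, em 617/671 nm · Evaluation – percent inhibition of 671/617 nm emission ratio versus biotin and DMSO controls · Plate – 1536-well format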
# Vif imaging: HIV Vif self-association inhibitors, primary screen, imaging, HEK293T, single point | HEK293T cells, Vif self-association by quenched fluorescence, 24 h | inhibition, % at 7.49 µM | actives 0.35% (n = 340,000); in the data active = inhibition above about 50%, passing the limit was not always enough; inconclusive = no clear call, values can overlap the other calls; inactive = below about 31%; also: some results filed as inactive read as strong as hits
# Peg3 promoter: Peg3 promoter-driven luciferase inhibitors, primary screen, cell-based, HeLa, luciferase luminescence; AID 588405, 2011; inhibition, % at 20 µM; actives 1.7% (n = 360,000); HeLa PEG-Prom luciferase reporter, overnight;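 active = inhibition of at least 50% at 20 µM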
# NR2E3 ag-2: NR2E3 agonists in two-hybrid cells, primary screen, cell-based, luminescence, CHO-S, Gal4-NCOR/VP16-NR2E3; Photoreceptor-specific nuclear receptor (Homo sapiens), Q9Y5X4; luciferase; inhibition of corepressor binding, % at 3.98 µM; actives 0.35% (n = 360,000); AID 602229, 2012;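 active = inhibition above the mean of all tested compounds plus 3 SD, cut at about 70% in these data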;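 also: 0% = DMSO with NR2E3 transfected cells and 100% = cells lacking NR2E3 construct; higher means lower luciferase signal from less NR2E3 corepressor binding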
# Shn3 3UTR inh: reduction of Shn3 3'UTR firefly luciferase signal, primary screen, Schnurri-3 inhibitor project, cell-based, Clone20 osteoblasts, set 2; actives 0.52% (n = 360,000); AID 588674, 2011; Clone20 osteoblast Shn3 3'UTR firefly luciferase, 24 h; inhibition, % at 12.5 µM;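 active = mean inhibition of at least 75% with every replicate also reaching 75%; inconclusive = mean inhibition at least 75% but some replicate below; inactive = mean inhibition below 75%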;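 also: 0% = median of neutral control wells and 100% = pilot-screen positive control compound; some compounds past the cut are filed as inactive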
# HIF-2a inh: HIF-2a reporter inhibitors, primary screen, luminescence, 786-0 RCC cells | inhibition, % at 18.8 µM | 786-0 RCC cells HIF-2a reporter, luciferase luminescence, overnight | actives 0.72% (n = 360,000) | AID 624352, 2012;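 active = inhibition of the luminescence signal of 40% or more relative to plate controls, in a single-dose primary screen at 18.75 µM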
# CaV13 FRET inh: Disruptors of the CACNA1D IQ motif to Ca2+-dependent inactivation inhibitor domain association, primary screening, Förster resonance energy transfer in intact living … | inhibition, % at 12.3 µM | actives 0.098% (n = 340,000) | AID 743397 | HEK cells, CFP/YFP FRET ICDI-IQ, plate reader, 10 min; percent FRET-ratio fall versus neutral wells;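 active = mean replicate inhibition of at least 30% and at least 1% of replicates passing that level; inconclusive = only one of the two criteria is met; inactive = neither criterion is met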;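 also: 0% = median of the neutral control wells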
# CF NFkB inh: inhibitors of PAF-induced NF-kB signaling, primary screen, cell-based, GFP fluorescence, uHTS; KKLEB NF-kB-GFP reporter, GFP fluorescence overnight; inhibition, % at 5 µM; actives 0.86% (n = 360,000); AID 588850, 2011;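 active = at least 50% inhibition at 5 µM, scaled per plate between neutral and stimulator controls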;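 also: PAF is a Pseudomonas aeruginosa culture filtrate used as stimulus; plate controls were PAF-stimulated DMSO wells for no effect and unstimulated DMSO wells for full effect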
# Active calls of the source: *; ? = inconclusive; / = not tested or not shown.
SMILES,KKLEB tox,MITF TRPM1 inh,PDI turbidity,NR2E3 ag-1,Vif imaging,Peg3 promoter,NR2E3 ag-2,Shn3 3UTR inh,HIF-2a inh,CaV13 FRET inh,CF NFkB inh
COc1ccc(S(=O)(=O)N2CCC(C(=O)NCCC3=CCCCC3)CC2)cc1OC,10,-4,-2,1,10,-3,2,6,19,-8,8
N#Cc1ccc(Cn2c(-c3ccc(F)cc3)noc2=O)cc1,15,6,0,5,2,9,3,4,10,-4,-9
Cc1ccc(N(C)S(=O)(=O)c2cccc(C(=O)NC3CC(C)(C)NC(C)(C)C3)c2)cc1,3,-1,-1,-4,-8,-8,-5,6,22,-4,3
COc1ccc(S(=O)(=O)N2CCCC(C(=O)N3CCCCCC3)C2)cc1 (stereo unspecified),12,6,1,1,-4,16,13,-5,6,/,-11
Cc1cc(NCCOCCO)n2c(nc3ccccc32)c1C#N,-3,16,11,1,1,15,-4,8,18,-5,-40
Cc1ccc(C)c(NC(=S)NCCSc2ccc(Cl)cc2)c1,0,1,-2,0,-4,31,14,-13,9,-16,8
O=c1[nH]c(-c2ccccn2)nc2ccccc12,-2,-48,6,2,-7,-160,-36,-65,-210,-5,20
CCCCN(C(=O)C1CC(=O)N(c2ccc(C)cc2)C1)c1c(N)n(CCC)c(=O)[nH]c1=O (stereo unspecified),1,-2,13,/,-4,12,-3,16,0,-5,-5
Cc1nn(-c2ccccc2)c(C)c1/C=C/C(=O)OCC(=O)NC1CCS(=O)(=O)C1 (stereo unspecified),3,-26,5,-6,-2,-98,-3,-18,-103,-6,9
CN(C)c1ccc(CC(=O)N2CCCCC2c2cc(C(=O)Nc3ccccc3)no2)cc1 (stereo unspecified),1,/,4,/,22,3,11,20,-5,-6,-7
CCN(CC)C(=O)c1cccc(-c2csc(C(NC(C)=O)c3ccccc3)n2)c1 (stereo unspecified),-11,/,12,/,-3,1,8,12,8,-5,20
Cc1cccc(-n2c(SCc3ccc([N+](=O)[O-])cc3)nnc2-c2c[nH]c3ccccc23)c1,-40,10,-1,3,-17,20,-14,40,18,4,51*
CCN(C(=O)COC(=O)c1[nH]c(C)c(C(C)=O)c1C)c1c(N)n(Cc2ccccc2)c(=O)[nH]c1=O,11,-2,6,3,3,-5,-17,-7,8,-6,-30
CC(OC(=O)C1=Cc2ccccc2OC1)C(=O)NC1CCCC1 (stereo unspecified),11,-4,-8,-2,-4,-2,-14,50,-31,-6,-5
Oc1cccc(Nc2nc(O)c(/C=C3\C=Nc4ccccc43)s2)c1,5,-43,-4,4,57*,-186,-97,-116,-256,-6,-2
COc1ccccc1CN1CC(C(=O)N2CCCCCCC2)CCC1=O (stereo unspecified),15,-1,0,3,-8,-7,-55,5,-24,-6,-39
COc1cccc(N2CCN(C(=O)CSc3ccc(F)cc3)CC2)c1,3,-5,8,4,-2,-19,-16,16,-58,-6,7
O=C(C1CCN(Cc2ccccc2)CC1)N1CCCC1,10,11,-2,-3,-6,2,-19,7,12,-5,6
CCOc1ccc(NC(=O)N2CCC(NC(=O)C(Cc3ccc(OC)c(OC)c3)NC(C)=O)CC2)cc1 (stereo unspecified),-3,0,-5,0,?,5,-7,-18,17,/,-5
Cc1cc(C(=O)N2CCN(c3ccc([N+](=O)[O-])cc3)CC2)no1,-2,-2,12,-4,-18,14,8,19,14,-4,7
CN1C(=O)CSc2ccc(NC(=O)N3CCN(c4ccccn4)CC3)cc21,-1,15,2,-2,2,1,6,23,8,-5,-56
CCCCNC(=O)N1CCc2[nH]c3ccccc3c2C1,3,/,-5,/,-11,2,-28,-12,2,-36,5
CCSc1ncc(Cl)c(C(=O)Nc2cc(C)ccc2C)n1,10,3,8,0,4,13,-16,7,-15,-16,-31
COC/C=C/C1=CC2=CC(=O)C(C)(OC(=O)c3cnc4ccccc4n3)C(=O)C2=CN1CCN1CCOCC1 (stereo unspecified),10,1,-2,0,-3,-2,-8,1,6,-10,14
Cc1ccsc1/C=N/NC(=O)CN1CCN(S(=O)(=O)c2ccc(Br)cc2)CC1,15,-1,-2,-1,-3,-3,12,-12,-1,-6,-11
COc1cccc(NC(=S)NN=C2CCCCCC2)c1,-3,-64,3,/,0,-247,-27,-27,-248,-6,4
CCc1ccc(NC(=O)/C(C#N)=C/c2cc3ccc(C)cc3nc2N2CCOCC2)cc1,-49,-13,4,1,-3,6,1,17,26,-20,25
COC(=O)c1ccc(C(=O)NCCCCO)cc1,-11,-5,-3,0,-9,12,-23,-20,-2,6,2
CCN1CCN(S(=O)(=O)c2ccc(Cl)c(C(=O)N(C)C(c3ccccc3)c3ccccc3)c2)CC1,-20,9,-1,-2,-3,3,13,13,19,-1,31
Cc1ccc(/C=C2\SC(=S)N(CCCC(=O)Nc3ccccc3C(=O)O)C2=O)cc1,13,21,9,1,-6,47,-6,25,87*,/,0
Cc1ccc(NC(=O)COC(=O)C2CCC2)cc1S(=O)(=O)N1CCOCC1,-1,9,-1,/,5,2,-11,-11,9,-9,4
N#Cc1c(-c2ccc(F)cc2)noc1N,10,10,-4,-2,18,-3,-7,-17,-11,-5,18
CCOC(=O)N1CCN(c2nnc(-c3ccccc3)c3ccccc23)CC1,2,13,2,-3,-11,24,-23,1,15,-4,4
CCCNC(=O)C1(C)CCN(Cc2cc3ccccc3o2)C1 (stereo unspecified),0,/,1,/,1,5,32,6,-6,-11,-23
NCCCCCC(=O)Nc1ccncc1,-4,5,5,-3,60*,7,27,8,17,-4,11
S=C(Nc1ccc(Br)cc1)NC1CCCCC1,3,-21,-11,2,2,-148,-91,-26,-158,-15,12
CN1CC(=O)Nc2ccc([N+](=O)[O-])cc2C1=O,3,9,8,3,-3,1,-4,-16,12,-5,-14
COc1cccc(NC(=O)CN(C)C(=O)CSc2ncnc3sc(C)c(C)c23)c1,3,1,-2,0,8,-7,-8,10,-11,-15,-13
O=C(Nc1ccc2oc(=O)ccc2c1)c1ccc(-c2cccc(Cl)c2)o1,-9,-5,-1,-3,0,21,-1,25,-14,-15,1
O=C(Cc1ccccc1)NCC(=O)Nc1ccccc1Br,4,-8,5,5,-6,18,-1,-6,-9,-4,2
COc1ccc(-c2noc(N3CCC(C(=O)NCCCN4CCCCC4)CC3)n2)cc1,-8,/,/,-2,22,-48,-9,9,-19,-11,4
O=C(Cn1cc([N+](=O)[O-])cn1)Nc1nccs1,-10,7,-14,-5,-1,0,-10,-26,10,-1,1
COc1ccc(CNC(=O)c2csnn2)cc1,8,-17,-2,1,/,-8,-8,-19,-6,-5,4
COC(=O)[C@@H]1C[C@@]2(O)[C@@H](O)[C@@H](O)[C@@H](O)C[C@H]2N1C/C=C/c1ccccc1,5,-2,-3,4,-3,-2,5,0,9,-10,17
O=C(O)c1cc(Cl)c2c(c1)[C@@H]1C=CC[C@@H]1[C@H](c1ccc(S(=O)(=O)N3CCOCC3)cc1)N2,6,5,6,1,8,5,-36,-4,8,/,-17
COC(=O)c1sc2ccccc2c1NC(=O)c1ccc(S(=O)(=O)N2CCCCC2C)cc1 (stereo unspecified),-6,-1,-2,3,0,13,-12,3,14,-7,3
O=C(c1noc2c1CCCC2)N1CCc2ccccc2C1,-2,-124,10,1,1,-245,-39,-60,-219,-7,4
Cc1cc(C)nc(N/N=C/c2c(CO)cnc(C)c2O)n1,8,24,4,-4,4,11,-21,39,14,-4,-8
Cn1c(Cl)c(/C=N/OC(=O)c2ccccc2Cl)c2ccccc21,4,-12,-4,-1,12,-85,-40,-25,-58,1,-4
COc1ccc(/C(O)=C2/C(=O)C(=O)N(c3ccccn3)C2c2cccc(Cl)c2)cc1 (stereo unspecified),-12,-2,2,9,5,-41,9,-10,-75,-20,16
CC(C)[C@@H]1COC(c2cccc(C3=N[C@H](C(C)C)CO3)c2)=N1,11,-53,0,6,-7,-130,-83,-34,-153,-6,14
CCOC(=O)C1=CC[C@@H](c2ccc([N+](=O)[O-])cc2)N(S(=O)(=O)c2ccc(C)cc2)[C@H]1c1ccccc1,2,/,/,/,-5,20,-18,8,14,-6,-15
CC(C)C[C@H]1CN([C@@H](CC(C)C)CN2CCCC2CN2C(=S)NC[C@@H]2Cc2ccc(O)cc2)C(=S)N1CC1CCCCC1 (stereo partly specified),1,20,-2,/,/,72*,-14,49,-10,-9,19
O=C1C=CC(=O)c2c(O)c(CO)c(CO)c(O)c21,20,103*,2,/,6,-8,-16,-4,-6,-15,8
CN(CCc1cnn(C)c1)Cc1nc(CC2CC2)no1,3,5,10,3,5,-6,-13,10,4,-3,6
O=C1CC(c2ccccc2)CC(O)=C1C=NCCc1ccccc1 (stereo unspecified),-4,-4,4,3,8,-13,-84,10,0,-6,13
CSc1ncccc1C(=O)OCn1nnc2ccccc2c1=O,-7,4,15,-2,/,11,-25,-5,15,-4,4
C=CCn1c(SCC(=O)N(CC)C2CCS(=O)(=O)C2)nc2sc3c(c2c1=O)CCC3 (stereo unspecified),9,9,1,2,1,17,-3,-25,8,-6,-24
COc1ccc2c(-c3ccccc3)cc(SC(C)C(N)=O)nc2c1 (stereo unspecified),-10,-1,1,6,-1,26,9,11,22,-5,-9
COc1ccc(N2CCCC2=N)c(OC)c1,-4,2,-1,1,-2,9,-1,9,14,-2,0
COc1ccc(CC(=O)NNC(=O)c2cccnc2)cc1OC,8,-1,16,2,-11,-2,-24,4,11,-4,10
Cc1ccc(OCC(=O)Nc2ccc(N3CCN(S(C)(=O)=O)CC3)cc2)c(C)c1,1,-2,11,-2,10,19,-15,22,2,3,6
